# Source: PubChem (Sanford-Burnham Center for Chemical Genomics)
# tim10-1 inh = growth inhibitors of tim10-1 mutant yeast; S. cerevisiae tim10-1 ts strain growth, BacTiter-Glo, 24 h; inhibition, % at 20 µM; 330,000 tested, 2.2% active;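 active = inhibition of at least 40%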;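 also: mutant grown at 25 °C; 0% = DMSO wells with yeast and 100% = wells holding no yeast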
# Mdm2 MdmX PPI = human Mdm2/MdmX binding inhibition | SaOS-2 split-luciferase Mdm2/MdmX complementation, luminescence | inhibition, % at 8 µM | 330,000 tested, 3% active;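 active = inhibition of at least 50% at 8 µM in the primary screen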
# Target sequence (O15151 whole entry, looked up): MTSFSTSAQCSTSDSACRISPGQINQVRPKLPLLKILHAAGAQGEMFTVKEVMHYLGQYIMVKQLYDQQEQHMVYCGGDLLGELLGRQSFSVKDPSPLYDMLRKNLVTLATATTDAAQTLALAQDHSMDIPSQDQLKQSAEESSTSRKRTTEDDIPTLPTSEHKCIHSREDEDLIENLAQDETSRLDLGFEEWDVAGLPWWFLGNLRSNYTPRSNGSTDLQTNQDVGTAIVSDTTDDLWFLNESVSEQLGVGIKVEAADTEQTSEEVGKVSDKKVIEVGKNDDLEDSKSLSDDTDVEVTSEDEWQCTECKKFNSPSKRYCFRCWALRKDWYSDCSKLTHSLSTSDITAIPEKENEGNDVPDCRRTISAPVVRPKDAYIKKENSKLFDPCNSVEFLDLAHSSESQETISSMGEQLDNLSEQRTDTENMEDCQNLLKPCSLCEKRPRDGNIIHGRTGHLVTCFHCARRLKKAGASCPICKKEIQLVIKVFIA
# Target sequence (Q00987 whole entry, looked up): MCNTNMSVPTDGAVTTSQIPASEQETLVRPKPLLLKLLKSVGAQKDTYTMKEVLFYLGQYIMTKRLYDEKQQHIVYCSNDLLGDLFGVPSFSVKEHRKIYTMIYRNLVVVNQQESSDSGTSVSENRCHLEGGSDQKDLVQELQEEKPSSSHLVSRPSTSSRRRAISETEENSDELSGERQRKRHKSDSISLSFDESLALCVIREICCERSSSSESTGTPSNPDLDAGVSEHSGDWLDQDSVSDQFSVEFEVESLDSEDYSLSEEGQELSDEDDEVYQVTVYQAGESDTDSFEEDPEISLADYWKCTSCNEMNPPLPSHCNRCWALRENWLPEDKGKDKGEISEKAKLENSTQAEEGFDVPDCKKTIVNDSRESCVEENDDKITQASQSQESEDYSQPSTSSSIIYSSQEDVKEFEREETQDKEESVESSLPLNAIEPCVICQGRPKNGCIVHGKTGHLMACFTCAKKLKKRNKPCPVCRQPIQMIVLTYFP
# 697 NFkB inh = inhibitors of the PMA/ionomycin-induced NF-kB reporter in 697 B cells; 697 B-cell NF-kB luciferase reporter, 16 h; inhibition, % at 4 µM; 330,000 tested, 0.33% active; AID 435022; in the data active = inhibition above about 35%
# UPR XBP1 act = adaptive UPR (XBP1) activation; CHO-XBP1 luciferase reporter, IRE1-XBP1 UPR activation, luminescence; percent of tunicamycin response, DMSO as zero; activation, % at 20 µM; 330,000 tested, 0.33% active;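 active = versus positive control, 20 µM dose yields 30% or more activation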;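 also: 100% = tunicamycin at 10 µg/mL and 0% = DMSO only wells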
#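 Material: CHO cell line with stable XBP1 luciferase reporter; buffer or medium: F12 medium containing 10% fetal bovine serum; compound: single point, 20 µM final compound, 1% DMSO; incubation: 6 h treatment, 37 °C; measured by: glow luminescence from Steady-Glo reagent; evaluation: activation, % of tunicamycin; control set: tunicamycin high, DMSO low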
# Jurkat NFkB inh = inhibitors of the PMA/ionomycin-induced NF-kB reporter in Jurkat cells | PMA/ionomycin-induced NF-kB luciferase reporter, luminescence | inhibition, % at 4 µM | 330,000 tested, 0.53% active; in the data active = inhibition above about 50%
# CHOP UPR activ = apoptotic UPR (CHOP) activation. CHO-CHOP luciferase reporter, luminescence; percent of tunicamycin response over DMSO baseline. activation, % at 10 µM. 330,000 tested, 0.34% active;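 active = at 10 µM dose, activation of 40% or more, normalized to positive control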;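 also: 100% = tunicamycin at 10 µg/mL and 0% = DMSO alone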
#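 Dosing – one dose, 10 µM in 0.5% DMSO · System – CHO-CHOP cells, stable luciferase reporter of PERK-eIF2a-CHOP signalling · Input – 500 cells/well · Control set – tunicamycin 10 µg/mL final as positive, DMSO-only wells as negative · Timing – 6 h compound treatment, 37 °C · Measure – % activation vs tunicamycin · Technique – luminescence read with Steady-Glo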
# tim23-1 inh = inhibits growth of tim23-1 mutant yeast | S. cerevisiae tim23-1 growth, BacTiter-Glo luminescence, 24 h | inhibition, % at 20 µM | 330,000 tested, 1.3% active | AID 463212;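 active = growth inhibition of the mutant yeast at or above 50%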;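 also: temperature-sensitive mutant grown at 25 °C; plate controls were DMSO-treated mutant yeast for no effect and medium wells lacking yeast for full effect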
# TIM10 inh = inhibits growth of TIM10 yeast strain; S. cerevisiae TIM10 strain growth, BacTiter-Glo luminescence, 24 h; inhibition, % at 10 µM; 330,000 tested, 1.4% active; AID 463195;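 active = inhibition of 40% or more at the single tested concentration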;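 also: wild-type TIM10 isogenic control strain grown at permissive 25 °C; 0% = DMSO yeast wells and 100% = minimal medium wells without yeast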
# Active calls of the source: *.
No.	mol	tim10-1 inh	Mdm2 MdmX PPI	697 NFkB inh	UPR XBP1 act
1	CCCCOCCCNC(=O)N[C@H](C(=O)OC)C(C)CC (some centres undefined)	-1.8	6.6	-7.2	-3.7
2	O=C(Nc1cccs1)Nc1c(F)c(F)cc(F)c1F	-4.3	11.3	22.3	-1.2
3	CN(C)CCOC(=O)c1cccc(Br)c1	-5.2	-11.4	0.8	-0.9
4	C=CCNC(=S)/N=c1\sccn1C	0.9	-2.3	10.2	2.3
5	Cc1ccccc1OCC(=O)NCC(=O)N/N=C/c1ccc(Br)o1	12.3	-27.2	19.1	-1.1
6	O=C(COC(=O)C1CCCCC1)Nc1ccccc1OC(F)F	8.2	-4.0	-0.5	-1.0
7	O=C(COC(=O)Cc1ccc(Cl)cc1)NC1CCCC1	-24.8	19.2	13.0	-2.9
8	O=C(C(c1ccccc1)c1ccccc1)N(Cc1ccco1)C1CCS(=O)(=O)C1 (centres undefined)	20.8	-11.5	-4.7	-1.0
9	C/C(=N\NC(=O)C1CC1)c1ccc(C)c(C)c1	-10.4	2.4	-4.6	-3.9
10	CCc1ccc(NC(=O)CN(CC(=O)Nc2ccc(CC)cc2)CC(C)O)cc1 (centres undefined)	21.6	7.0	-2.4	2.1
11	COC(=O)c1cc(OC)c(OC)cc1NC(=O)CCCCCN1C(=O)CCC1=O	-6.9	14.6	4.1	-0.4
12	O=C(NC1CCN(Cc2ccccc2)CC1)C1CCCN(S(=O)(=O)c2cccc3nonc23)C1 (centres undefined)	9.3	16.2	-32.1	-1.6
13	COc1ccccc1OCC(=O)N/N=C1\CCc2ccccc21	36.1	-30.3	-19.9	-0.8
14	COc1cccc(CNC(=O)c2cc(C3CC3)nc3c2cnn3C(C)C)c1	-5.2	20.7	10.2	2.3
15	O=C(O)Cc1ccc(NC(=O)Nc2ccc(Br)cc2)cc1	14.0	-8.2	11.7	1.5

No.	Jurkat NFkB inh	CHOP UPR activ	tim23-1 inh	TIM10 inh
1	-12.1	0.0	1.2	5.5
2	-4.0	0.2	0.7	2.0
3	-13.2	-0.6	-8.2	-1.9
4	-6.6	-0.8	9.8	1.9
5	3.0	0.5	14.6	14.4
6	-13.3	-1.5	17.3	0.9
7	-2.5	-2.5	-9.7	-6.3
8	11.6	-0.6	34.2	13.5
9	-5.8	5.8	-7.5	-7.7
10	4.9	-0.6	11.7	10.3
11	2.2	-2.4	-4.0	2.3
12	-2.1	0.4	16.3	0.7
13	-35.6	4.2	-2.3	16.1
14	-2.3	-0.1	30.6	-1.6
15	16.5	0.7	9.5	0.9

# Later entries.
No.	mol	tim10-1 inh	Mdm2 MdmX PPI	697 NFkB inh	UPR XBP1 act
16	Cn1c(=NC(=O)COc2ccccc2)sc2cc(F)cc(F)c21	-0.9	-24.4	16.9	1.6
17	Cc1ccc(CNC(=O)C2CCCN(S(=O)(=O)N3CCC(C)CC3)C2)cc1 (centres undefined)	32.9	17.7	4.0	-2.7
18	O=C(c1cc(-c2cccnc2)nc2ccccc12)N1CCCc2ccccc21	35.3	21.9	-12.5	-4.6
19	COc1ccc(Cl)cc1NC(=O)COC(=O)c1ccc(Br)o1	6.7	18.9	-1.6	-0.5
20	Cc1ccc(NC(=O)CN(c2ccccc2)S(=O)(=O)N(C)C)cc1C	21.4	-19.4	-7.0	1.0
21	Nc1ncnc2nc(SCc3ccccc3)[nH]c12	7.2	23.6	10.5	-1.0
22	CC(=O)N1CCc2cc3nc(C)cc(C)c3cc21	12.4	-4.5	-42.8	-2.1
23	COc1ccc2nc(SC(C)C(=O)NC3CCCC3)[nH]c2c1 (centres undefined)	3.3	12.6	13.6	2.4
24	O=C1NCCn2ccc(=O)cc21	-0.3	-14.4	32.4	-1.2
25	COc1ccccc1-c1c(C)nn2c(N)c(-c3ccccc3)cnc12	19.3	9.8	-45.3	3.8
26	COc1ccc(-n2nnnc2SCC(=O)Nc2ccccc2F)cc1	16.3	5.3	9.0	-1.4
27	COC(=O)CCCC1=CC2=C(c3ccccc3)C(=O)C(C)(OC(=O)C3CCCC3)C(=O)C2=CN1C1CC1 (centres undefined)	21.7	2.8	14.8	-1.9
28	CCc1cc2c(=O)n3c(nc2s1)-c1[nH]c2ccc(OC)cc2c1CC3	11.8	-22.7	-94.0	3.5
29	O=Cc1cnc2ccccc2c1-c1ccccc1	12.1	16.3	5.6	3.0
30	O=C(NC1CCCCC1)[C@@H]1CC=C[C@@H]2CCN(C3CCCCC3)C(=O)[C@@H]21	-3.2	-23.7	2.7	-1.3

No.	Jurkat NFkB inh	CHOP UPR activ	tim23-1 inh	TIM10 inh
16	-31.8	2.6	-9.9	-5.8
17	4.0	0.7	23.4	13.4
18	13.6	-4.0	28.0	36.8
19	-4.4	0.8	-5.9	4.7
20	7.7	2.4	32.3	6.4
21	5.4	-0.7	-0.3	1.3
22	-17.8	2.5	13.9	14.0
23	2.0	0.2	9.6	1.7
24	7.6	-0.7	-1.5	-1.7
25	-12.3	4.5	35.2	17.5
26	-2.8	0.6	18.1	-4.9
27	2.5	1.2	15.8	18.3
28	-87.7	12.0	4.4	7.1
29	0.3	1.9	63.5*	1.9
30	3.7	-1.5	9.7	10.2

# Remaining list, next part:
No.	mol	tim10-1 inh	Mdm2 MdmX PPI	697 NFkB inh	UPR XBP1 act
31	Cc1ccc(S(=O)(=O)NC(CC(C)C)C(=O)NCC(c2ccco2)N2CCCCC2)cc1 (centres undefined)	7.3	43.5	11.3	-7.8
32	CCOC(=O)c1sc2ccc(S(=O)(=O)N3CC(C)CC(C)C3)cc2c1N (centres undefined)	1.9	1.0	-1.0	0.1
33	O=C(CSc1nc2c(c(=O)n1-c1ccccc1)SCC2)NCC1CCCO1 (centres undefined)	-2.6	-36.0	-20.7	-0.1
34	COc1ccc(S(=O)(=O)CCC(=O)NCCc2ccc(Cl)cc2)cc1	-5.6	-5.3	-12.8	-0.9
35	CCOC(=O)c1ccc2ncc(C(=O)OCC)c(NCCCN3CCOCC3)c2c1	-4.4	22.1	-13.3	-0.4
36	COC(=O)C(C)NC(=O)C(C)NC(=O)OCc1ccccc1 (centres undefined)	0.2	16.6	1.6	0.2
37	CCc1cc2c(NCc3ccccc3)nc(C)nc2s1	48.5*	30.7	-20.5	-7.2
38	Cc1ccc2c(c1)N(CCCC(=O)Nc1cccc(C(F)(F)F)c1)C(=O)CO2	32.2	-4.6	-13.5	-4.0
39	Cc1ccc(C)n1-n1c(C)nc2sc3c(c2c1=O)CCCCC3	24.0	-3.8	18.2	-4.5
40	CCCNC(=O)c1cccc(COCC(F)(F)F)c1	14.2	2.6	2.5	-0.7
41	O=C1CCC(c2ccccc2)(C2CCN(Cc3ccccc3)CC2)C(=O)N1 (centres undefined)	16.5	-1.8	-1.6	-8.8
42	Cc1ccc(S(=O)(=O)N2CCN(c3ccnc4cc(Cl)ccc34)CC2)cc1C	36.8	19.6	6.3	-3.3
43	CC(C)(C)OC(=O)N1CCC[C@H]1c1nnc(SCC(=O)Nc2cccc(Cl)c2)o1	16.4	29.9	11.4	-0.2
44	COc1cc(C(=O)OC2CC3CCC2(C)C3(C)C)ccc1OC(C)=O (centres undefined)	24.3	-5.4	-8.8	1.8
45	COc1ccc(N(CC(=O)NC2CCCCC2)S(=O)(=O)c2c(C)[nH]c(=O)[nH]c2=O)cc1	5.7	0.8	-10.6	-2.3

No.	Jurkat NFkB inh	CHOP UPR activ	tim23-1 inh	TIM10 inh
31	45.0	-8.6	5.7	2.1
32	-8.3	2.5	13.6	10.4
33	-7.8	-0.6	14.5	-25.8
34	-5.0	0.6	11.3	5.7
35	-22.5	-2.1	2.1	11.4
36	-4.8	-4.9	4.0	-25.8
37	15.0	1.1	43.2	24.0
38	7.7	2.2	27.9	26.6
39	8.4	-1.1	30.3	11.8
40	-3.7	-1.5	-7.9	-17.1
41	3.3	-2.7	24.3	3.2
42	22.3	-1.7	30.0	19.0
43	8.5	1.6	15.3	21.5
44	-12.8	2.7	18.3	-0.5
45	-1.1	-0.2	6.9	3.3

# Arranged by count of non-hydrogen atoms (descending): 7 of the compounds above.
No.	mol	tim10-1 inh	Mdm2 MdmX PPI	697 NFkB inh	UPR XBP1 act
45	COc1ccc(N(CC(=O)NC2CCCCC2)S(=O)(=O)c2c(C)[nH]c(=O)[nH]c2=O)cc1	5.7	0.8	-10.6	-2.3
35	CCOC(=O)c1ccc2ncc(C(=O)OCC)c(NCCCN3CCOCC3)c2c1	-4.4	22.1	-13.3	-0.4
42	Cc1ccc(S(=O)(=O)N2CCN(c3ccnc4cc(Cl)ccc34)CC2)cc1C	36.8	19.6	6.3	-3.3
33	O=C(CSc1nc2c(c(=O)n1-c1ccccc1)SCC2)NCC1CCCO1 (centres undefined)	-2.6	-36.0	-20.7	-0.1
32	CCOC(=O)c1sc2ccc(S(=O)(=O)N3CC(C)CC(C)C3)cc2c1N (centres undefined)	1.9	1.0	-1.0	0.1
34	COc1ccc(S(=O)(=O)CCC(=O)NCCc2ccc(Cl)cc2)cc1	-5.6	-5.3	-12.8	-0.9
39	Cc1ccc(C)n1-n1c(C)nc2sc3c(c2c1=O)CCCCC3	24.0	-3.8	18.2	-4.5

No.	Jurkat NFkB inh	CHOP UPR activ	tim23-1 inh	TIM10 inh
45	-1.1	-0.2	6.9	3.3
35	-22.5	-2.1	2.1	11.4
42	22.3	-1.7	30.0	19.0
33	-7.8	-0.6	14.5	-25.8
32	-8.3	2.5	13.6	10.4
34	-5.0	0.6	11.3	5.7
39	8.4	-1.1	30.3	11.8

# The main list resumes with the two entries that preceded the break.
No.	mol	tim10-1 inh	Mdm2 MdmX PPI	697 NFkB inh	UPR XBP1 act
44	COc1cc(C(=O)OC2CC3CCC2(C)C3(C)C)ccc1OC(C)=O (centres undefined)	24.3	-5.4	-8.8	1.8
45	COc1ccc(N(CC(=O)NC2CCCCC2)S(=O)(=O)c2c(C)[nH]c(=O)[nH]c2=O)cc1	5.7	0.8	-10.6	-2.3
46	O=C(c1ccccc1F)N1CCN(S(=O)(=O)c2ccc3ccccc3c2)CC1	14.2	3.4	-16.6	-3.4
47	COc1nc(NC(C)=O)nc(C)c1Br	0.7	-19.5	4.5	-3.1
48	COc1ccc(N2CCN(C(=O)COC(=O)c3oc4ccc(OC)cc4c3C)CC2)cc1	1.2	18.7	21.9	-3.8
49	COc1ccc(-c2csc(Nc3ccc(S(N)(=O)=O)cc3)n2)cc1	17.7	27.2	2.2	7.6
50	C=CCOc1cccc(C2C(C(=O)c3ccco3)=C(O)C(=O)N2Cc2ccco2)c1 (centres undefined)	-33.0	5.2	10.7	-1.8
51	COc1ccc(-c2nc3c(n2O)CCC/C3=N\O)cc1	6.3	-13.5	-49.5	1.8
52	Cc1nn(-c2ccccc2)c(C)c1/C=N/NC(=O)CSc1nnc(SCc2cccc3ccccc23)s1	8.0	31.6	-25.5	2.5

No.	Jurkat NFkB inh	CHOP UPR activ	tim23-1 inh	TIM10 inh
44	-12.8	2.7	18.3	-0.5
45	-1.1	-0.2	6.9	3.3
46	2.6	1.7	34.9	13.8
47	-8.1	-1.5	0.6	-12.8
48	4.7	0.1	5.8	10.6
49	8.1	1.9	7.0	14.2
50	-0.1	-1.6	-10.5	7.2
51	-55.9	2.6	-6.6	-12.6
52	-6.8	1.4	14.9	3.6
